Compound activity: PubChem BioAssay, National Center for Advancing Translational Sciences (NCATS)
D2 antag = antagonists of human D2 dopamine receptor | AID 485344 | HEK293 TREx D2 cells, calcium flux, dopamine EC80 | hit rate 2% among 340,000 | inhibition, % at 10 µM | P14416; in the data active = inhibition above about 30%; also: 0% is about no effect
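Cells plated overnight at 30 C with tetracycline; no-wash calcium dye, 30–90 min RT; 10 s baseline; compound pinned; 180 s read; EC80 dopamine added; another 180 s read.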
ERG Ets-DNA blk = inhibitors of human ERG Ets domain-DNA interaction; AID 624246; Potency, µM (highest dose often 76.9 µM), without a hit: top-dose FP activity, negative = inhibition, actives largely listed as inhibitors; fluorescence polarization, His-ERG Ets domain / labelled DNA; P11308; hit rate 0.028% among 370,000; active = well fitted inhibition curve with a large enough effect in the polarisation, with a control signal flat; inconclusive = small, poorly fitted or top-dose-only effect, or effect the other way, or a change in a side signal; inactive = no such curve, though single readings can be large or run the other way; the % refers to the polarisation;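 also: polarization taken with two DNA probes labelled with fluorescein and Texas red; potency is read from the fitted curve at half-maximal effect; % of control where 0% means no effect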
Target sequence (P11308 whole entry, looked up, the tested form may be a part): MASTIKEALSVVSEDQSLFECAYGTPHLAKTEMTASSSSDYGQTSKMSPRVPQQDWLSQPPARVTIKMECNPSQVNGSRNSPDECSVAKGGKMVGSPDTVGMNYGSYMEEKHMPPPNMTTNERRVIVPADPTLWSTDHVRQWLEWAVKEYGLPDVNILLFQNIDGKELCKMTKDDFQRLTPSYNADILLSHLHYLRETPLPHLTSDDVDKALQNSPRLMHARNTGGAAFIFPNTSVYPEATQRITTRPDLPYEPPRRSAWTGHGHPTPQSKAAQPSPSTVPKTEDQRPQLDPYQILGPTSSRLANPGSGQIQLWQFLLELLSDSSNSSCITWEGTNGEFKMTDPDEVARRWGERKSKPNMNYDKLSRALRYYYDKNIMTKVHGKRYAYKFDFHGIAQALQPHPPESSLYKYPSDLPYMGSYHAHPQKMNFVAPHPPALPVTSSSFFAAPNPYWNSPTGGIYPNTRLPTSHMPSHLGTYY
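His-tagged ERG Ets domain (1 uM in the protein solution; 300mM KCl, 50mM Tris-HCl, 1mM EDTA, 1mM DTT, pH 7.5) received compound, then a probe mix of 5 nM fluorescein-DNA and 100nM Texas-615-DNA. Fluorescence polarization was read for both dyes.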
Vif-APOBEC3F blk = inhibitors of Vif-A3F interaction; hit rate 0.2% among 390,000; Potency, µM (doses to about 46.1 µM), for inactives: at the top dose activity, negative = active; AID 602313; HeLa A3F-eYFP + Vif (tagged APOBEC3F with the HIV-1 protein that degrades it), YFP fluorescence increase; also: potency is read from the fitted curve at half-maximal effect; % of control where 0% means no effect; nearly all actives have a fitted effect of over 65% in size
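HeLa cells stably expressing Vif plus C-terminally eYFP-tagged A3F were seeded, incubated overnight at 37 deg C, dosed with compound, incubated overnight again at 37 deg C. Yellow fluorescence (Ex 488/Em 500-530) reported blocked Vif-mediated A3F-eYFP degradation.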
RGS4 inhibitor = human RGS4 inhibition; hit rate 0.039% among 390,000; Potency, µM (doses to about 114 µM), inactives show at the top dose activity change, negative = inhibition, most hits filed as inhibitors; AID 504845; P49798; Transcreener GDP fluorescence polarization, RGS4-accelerated GTP hydrolysis; also: potency is read from the fitted curve at half-maximal effect; % is scaled to controls: 0 for no effect and ±100 for the full control effect; nearly all actives have a fitted effect of over 75% in size; some results filed as inactive show a strong effect at the top dose
Target sequence (P49798 whole entry, looked up): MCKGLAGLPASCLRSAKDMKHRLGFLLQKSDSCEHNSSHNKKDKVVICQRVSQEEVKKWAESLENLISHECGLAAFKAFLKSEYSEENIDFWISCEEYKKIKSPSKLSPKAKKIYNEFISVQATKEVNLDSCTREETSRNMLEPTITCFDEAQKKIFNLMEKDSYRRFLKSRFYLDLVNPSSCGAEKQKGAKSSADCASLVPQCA
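MLSMR compounds (23 nl, pin-transferred) preincubated 10 min at room temperature with a 500nM (2x) first reagent, then RGS4 at 900nM (2x) plus Transcreener GDP mix added; fluorescence polarization (620/688 nm) read before and after 90 min at 30 °C.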
Vif-APOBEC3G blk = blocks the Vif interaction with human APOBEC3G; Potency, µM (top dose mostly 46.1 µM), for the others: at the highest dose activity, negative = active, usual class: inhibitors; HeLa A3G-eYFP + Vif (tagged APOBEC3G with the HIV-1 protein that degrades it), YFP fluorescence, overnight; hit rate 0.076% among 410,000; Q9HC16;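 also: potency is read from the fitted curve at half-maximal effect; % is scaled to controls: 0 for no effect and ±100 for the full control effect; nearly all actives have a fitted effect of over 60% in size; hits raise eYFP signal because A3G escapes Vif-driven loss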
Target sequence (Q9HC16 whole entry, looked up): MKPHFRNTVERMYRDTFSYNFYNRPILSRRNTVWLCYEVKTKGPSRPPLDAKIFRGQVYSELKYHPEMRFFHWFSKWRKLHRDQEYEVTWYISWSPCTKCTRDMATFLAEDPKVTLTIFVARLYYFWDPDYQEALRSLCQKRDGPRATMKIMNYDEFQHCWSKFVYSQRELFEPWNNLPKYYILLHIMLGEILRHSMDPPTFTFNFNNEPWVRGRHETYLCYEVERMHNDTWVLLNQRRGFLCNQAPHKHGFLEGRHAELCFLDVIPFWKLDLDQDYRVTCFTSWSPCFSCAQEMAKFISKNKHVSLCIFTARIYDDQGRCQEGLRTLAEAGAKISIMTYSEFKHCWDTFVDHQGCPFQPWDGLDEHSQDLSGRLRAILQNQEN
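HeLa cells stably expressing Vif and C-terminally eYFP-tagged A3G, seeded overnight at 37 deg C, then exposed to compound by pintool overnight at 37 deg C. Rise in yellow fluorescence (Ex 488/Em 500-530, Acumen) marks blocked Vif-driven A3G degradation.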
ALOX12 inh = blocks human arachidonate 12S-lipoxygenase; purified 12hLO, xylenol orange hydroperoxide absorbance; Potency, µM (series often up to 108 µM), for the others: at the highest dose activity change, negative = inhibition, hits mostly inhibitors; hit rate 1.1% among 580,000; also: potency is read from the fitted curve at half-maximal effect; % is scaled to controls: 0 for no effect and ±100 for the full control effect
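Hydroperoxide product was detected by ferrous iron/xylenol orange as the 573 to 405 nm absorbance ratio. Arachidonic acid at 40 uM (final) was turned over for 30 min at room temperature by 150 nM human 12hLO, pH 7.0 Hepes buffer, after 15 min compound preincubation.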
D2 agonist = activates the human D2 dopamine receptor; HEK293 T-REx D2 cells, calcium flux agonist mode; hit rate 0.53% among 340,000; P14416; AID 485358; activation, % at 2 µM;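 active = activation over 3 SD above normal in the single-dose calcium agonist read, cut at about 30% in these data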; also: 0% is about no effect
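Tetracycline-induced HEK293 T-REx cells with force-coupled D2 receptor, plated overnight at 30 C, loaded with no-wash calcium dye. After a 10 s baseline, compound was pin-added and calcium flux read kinetically for 180 s; calcium rises flagged agonists.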
LDHA inh = LDHA (human) enzyme inhibition; activity change, % (values are at about 110 or 230 µM); P00338; purified LDHA, NADH/diaphorase-resazurin fluorescence; hits give low values; hit rate 0.15% among 480,000; AID 1347041; in the data active = activity change below about -30%; inconclusive = mostly about -25% to -30%;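 also: plate controls were DMSO wells for no effect and wells without enzyme for full effect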
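LDH5 2 nM; NADH 0.06 mM, pyruvate 0.2 mM; 200 mM Tris pH 7.4, EDTA, Tween-20; 5 min RT. Detection: diaphorase 0.133 mg/mL + resazurin 37 µM, fluorescence ex540/em590 at 0 and 20 min; normalized to enzyme-free and DMSO wells.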
Glioma ERSR ind = induces the endoplasmic reticulum stress response in human glioma cells; Potency, µM, for the others: at the highest dose activation, most hits filed as activators; hit rate 0.02% among 420,000; U87-MG GRP78 promoter luciferase reporter, 16 h; also: potency is read from the fitted curve at half-maximal effect; series mostly up to about 76 µM; % of control where 0% means no effect; nearly all actives have a fitted effect of over 35% in size
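Stably transfected U87-MG glioma cells carrying a GRP78-based luciferase sensor; 16 h compound incubation. Luminescence end-point read 10 min after Bright-Glo addition at room temperature.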
Active calls of the source: *; & = joins results of further samples; [ ] = dose if it differs, or a comment. Unless noted, calls follow the shape of the dose curve; as a rule, active = well fitted curve in the direction sought with a large enough effect; inconclusive = small, poorly fitted or top-dose-only effect, or another doubt; inactive = no such curve, though single readings can be large; an effect the other way counts as inactive or inconclusive. The list is partial. The share of hits here may be higher or lower than overall.

CC(C)CC1C(=O)N(Cc2cn(CC3CCCCC3)nn2)CCS(=O)(=O)N1Cc1ccc(-c2cccc(CO)c2)cc1 (stereo not drawn) was read as Vif-APOBEC3F blk -3%, Vif-APOBEC3G blk -21%, ALOX12 inh inconclusive, LDHA inh 1 and Glioma ERSR ind -4%.
CCc1nn(C(C)C(=O)N2CCN(c3ccccc3)CC2)c(=O)c2cc3occc3n12 (stereo not drawn) was read as ERG Ets-DNA blk 1%&7%, Vif-APOBEC3F blk -8%&-6%, RGS4 inhibitor 17%&-19%, Vif-APOBEC3G blk -25%&-13%, ALOX12 inh 0%&0%, D2 agonist 0.0, LDHA inh -2&4 and Glioma ERSR ind -7%&1%.
Screening COc1ccccc1NS(=O)(=O)c1ccc(O)c(C(=O)OCC(=O)c2ccc(Cl)cc2Cl)c1 returned D2 antag -3, ERG Ets-DNA blk -3%, Vif-APOBEC3F blk 7%, RGS4 inhibitor -22%, Vif-APOBEC3G blk 0%, ALOX12 inh -5%, D2 agonist 2.7, LDHA inh 0 and Glioma ERSR ind -5%.
For CCCCNC(=O)Nc1cc(C(=O)OC)ccc1Cl the results were D2 antag 3, ERG Ets-DNA blk -6%, RGS4 inhibitor -19%, Vif-APOBEC3G blk -1%, ALOX12 inh 0%[57.4 µM], D2 agonist 0.4, LDHA inh 1 and Glioma ERSR ind -1%.
Screening Cc1ccc(OCC(=O)Nc2nc(-c3ccc(Br)cc3)ns2)cc1C returned ERG Ets-DNA blk 10%, Vif-APOBEC3F blk -6%, RGS4 inhibitor -5%, Vif-APOBEC3G blk 2%, ALOX12 inh -16%, D2 agonist 4.9, LDHA inh 0 and Glioma ERSR ind -3%.
`Cn1c(C(=O)NCCc2ccccc2)cc2sc(Cl)cc21` gave ERG Ets-DNA blk 3%, Vif-APOBEC3F blk -2%, RGS4 inhibitor -6%, Vif-APOBEC3G blk 0%, ALOX12 inh inconclusive, D2 agonist -0.4, LDHA inh -13 and Glioma ERSR ind -6%.
`CCOC(=O)c1c(N2C(=O)C3C4C=CC(C4)C3C2=O)sc2c1CCC(C)C2` (stereo not drawn) gave D2 antag 7, Vif-APOBEC3F blk 7%, RGS4 inhibitor 17%, Vif-APOBEC3G blk 0%, ALOX12 inh -14%, D2 agonist -0.8, LDHA inh -3 and Glioma ERSR ind -3%.
Screening COc1ccc(C(=O)n2nc(-c3ccco3)nc2N)cc1 returned ERG Ets-DNA blk 0%, Vif-APOBEC3F blk -10%, RGS4 inhibitor -51%, Vif-APOBEC3G blk -2%, ALOX12 inh inconclusive, LDHA inh 2 and Glioma ERSR ind -8%.
Screening COc1ccccc1NC(=O)c1cccnc1 returned D2 antag -4, ERG Ets-DNA blk 0%, Vif-APOBEC3F blk -8%, RGS4 inhibitor 61%[activator], Vif-APOBEC3G blk 0%, ALOX12 inh -5%, D2 agonist -0.2, LDHA inh 0 and Glioma ERSR ind -2%.
Screening Cc1nc(SC(C(=O)c2ccccc2)c2ccccc2)n[nH]1 (stereo not drawn) returned D2 antag -30, ERG Ets-DNA blk 6%, Vif-APOBEC3F blk -1%, RGS4 inhibitor -43%, Vif-APOBEC3G blk 0%, ALOX12 inh inconclusive, D2 agonist -0.6, LDHA inh -5 and Glioma ERSR ind -4%.
For O=C(O)Cn1nnc(-c2ccc(OCc3ccccc3Cl)cc2)n1 the results were D2 antag 0, ERG Ets-DNA blk 3%, Vif-APOBEC3F blk -4%, RGS4 inhibitor -5%, Vif-APOBEC3G blk -4%, ALOX12 inh -25%, D2 agonist 0.0, LDHA inh -2 and Glioma ERSR ind -4%.
For COc1ccc(C(=O)N2CCCCC2C(=O)Nc2ccc(-n3nc(C)cc3C)cc2)o1 (stereo not drawn) the results were D2 antag -17, ERG Ets-DNA blk 2%, Vif-APOBEC3F blk 2%, RGS4 inhibitor -75%[56.9 µM], Vif-APOBEC3G blk -1%, ALOX12 inh 3%, D2 agonist 0.3, LDHA inh -1 and Glioma ERSR ind 7%.
Screening Cc1nc2ccccn2c(=O)c1NC(=O)c1ccccc1Cl returned ERG Ets-DNA blk -4%, Vif-APOBEC3F blk 0%, RGS4 inhibitor -8%, Vif-APOBEC3G blk 4%, ALOX12 inh -6%, D2 agonist -5.0, LDHA inh 6 and Glioma ERSR ind -1%.
`COc1ccc(NC(=O)CSc2nc3[nH]c(=O)cc(O)c3s2)c(OC)c1` gave D2 antag 10, Vif-APOBEC3F blk -10%, RGS4 inhibitor -11%, Vif-APOBEC3G blk -1%, ALOX12 inh -8%, D2 agonist 0.2, LDHA inh 2 and Glioma ERSR ind -2%.
`O=C(C1CCC(=O)N1Cc1cccs1)N1CCOCC1` (stereo not drawn) gave D2 antag 3, ERG Ets-DNA blk 3%, Vif-APOBEC3F blk 2%, RGS4 inhibitor -7%, Vif-APOBEC3G blk 3%, ALOX12 inh 2%, D2 agonist 0.8, LDHA inh -1 and Glioma ERSR ind 0%.

Retrieved by compound from above:
Screening COc1ccccc1NS(=O)(=O)c1ccc(O)c(C(=O)OCC(=O)c2ccc(Cl)cc2Cl)c1 returned D2 antag -3, ERG Ets-DNA blk -3%, Vif-APOBEC3F blk 7%, RGS4 inhibitor -22%, Vif-APOBEC3G blk 0%, ALOX12 inh -5%, D2 agonist 2.7, LDHA inh 0 and Glioma ERSR ind -5%.
CC(C)CC1C(=O)N(Cc2cn(CC3CCCCC3)nn2)CCS(=O)(=O)N1Cc1ccc(-c2cccc(CO)c2)cc1 (stereo not drawn) was read as Vif-APOBEC3F blk -3%, Vif-APOBEC3G blk -21%, ALOX12 inh inconclusive, LDHA inh 1 and Glioma ERSR ind -4%.

(listing goes on)
For COc1ccc(NC(=O)CN(C)C(=O)c2c(C)nn(Cc3ccc(C)cc3)c2Cl)cc1 the results were D2 antag -33, ERG Ets-DNA blk -3%, Vif-APOBEC3F blk 7%, RGS4 inhibitor -12%, Vif-APOBEC3G blk 2%, ALOX12 inh inconclusive, D2 agonist -0.1, LDHA inh 2 and Glioma ERSR ind 0%.
Screening CC(C)c1ccc2[nH]c(O)c(N=NC(=S)NCCc3ccccc3)c2c1 returned D2 antag 5, ERG Ets-DNA blk 3%, Vif-APOBEC3F blk 2%, RGS4 inhibitor -27%, Vif-APOBEC3G blk -9%, ALOX12 inh -18%, D2 agonist -0.4, LDHA inh -2 and Glioma ERSR ind -2%.
Screening O=C1/C(=C/c2ccc(F)cc2)SC(=S)N1Nc1ncc(C(F)(F)F)cc1Cl returned D2 antag 14, ERG Ets-DNA blk 12%, Vif-APOBEC3F blk -6%, RGS4 inhibitor -53%, Vif-APOBEC3G blk -1%, ALOX12 inh inconclusive, D2 agonist 0.8, LDHA inh -3 and Glioma ERSR ind 2%.
For CCSc1ncnc2c1oc1ccccc12 the results were D2 antag 6, ERG Ets-DNA blk 7%, Vif-APOBEC3F blk -6%, RGS4 inhibitor 25%, Vif-APOBEC3G blk -3%, ALOX12 inh -8%, D2 agonist 0.6, LDHA inh -3 and Glioma ERSR ind -3%.
For COc1cc(/C=C\C(=O)Nc2cc(=O)n(C)c(=O)n2C)cc(OC)c1OC the results were D2 antag -2, ERG Ets-DNA blk 15%, Vif-APOBEC3F blk 6%, RGS4 inhibitor 10%, Vif-APOBEC3G blk -4%, ALOX12 inh 19%, D2 agonist -0.3, LDHA inh -5 and Glioma ERSR ind -9%.
For CN=C1SC(C(=O)Nc2ccccc2Cl)CC(=O)N1c1ccc(OC(F)(F)Cl)cc1 (stereo not drawn) the results were ERG Ets-DNA blk 1%, Vif-APOBEC3F blk 0%, RGS4 inhibitor -6%, Vif-APOBEC3G blk -2%, ALOX12 inh 0%, LDHA inh -8 and Glioma ERSR ind -3%.
N#Cc1c(NC(=O)c2ccco2)sc2c1CCC2 was read as D2 antag -6, ERG Ets-DNA blk 6%, Vif-APOBEC3F blk -6%, RGS4 inhibitor -43%, Vif-APOBEC3G blk -2%, ALOX12 inh -84%, D2 agonist -0.3, LDHA inh -16 and Glioma ERSR ind -3%.
O=C(CNC(=O)c1ccccc1Br)N/N=C/c1ccc(O)cc1 was read as D2 antag -5, ERG Ets-DNA blk 4%, Vif-APOBEC3F blk 2%, RGS4 inhibitor -17%, Vif-APOBEC3G blk 1%, ALOX12 inh 3%, D2 agonist 1.4, LDHA inh -3 and Glioma ERSR ind 6%.
`COc1ccc(/C=N/NC(=O)c2cc(C)n(-c3ccccc3)c2C)cc1OC` gave D2 antag -3, ERG Ets-DNA blk 15%, Vif-APOBEC3F blk -11%, RGS4 inhibitor inconclusive, Vif-APOBEC3G blk -2%, ALOX12 inh 17%, D2 agonist -0.2, LDHA inh -1 and Glioma ERSR ind 15%.
`COc1cc(C(C)=O)ccc1OCC(O)Cn1nc(C)c(Br)c1C` (stereo not drawn) gave D2 antag 11, ERG Ets-DNA blk -3%, Vif-APOBEC3F blk -2%, RGS4 inhibitor 12%, Vif-APOBEC3G blk -2%, ALOX12 inh 4.5µM*, D2 agonist -2.3, LDHA inh -10 and Glioma ERSR ind -1%.
For Cc1cccc(N(C(=O)c2snc(C(N)=O)c2N)C(C(=O)NC2CCCC2)c2ccncc2)c1 (stereo not drawn) the results were D2 antag -3, ERG Ets-DNA blk 4%, Vif-APOBEC3F blk 0%, RGS4 inhibitor 20%, Vif-APOBEC3G blk -4%, ALOX12 inh -13%, D2 agonist -0.9, LDHA inh -7 and Glioma ERSR ind 5%.
